bCat nuc transl: modulators of beta-catenin nuclear translocation, primary screen, imaging, HeLa cells, immunofluorescence, high-content. hit rate 0.3% among 190,000. nuclear translocation activity, % at 5 µM;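 active = nuclear translocation activity above 50% at 5 µM, with a well cell count of 50 or more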;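 note: per-cell ratio of nuclear to cytoplasmic median beta-catenin stain intensity; plate controls were DMSO negative control for no effect and GSK-3 inhibitor IX positive control for full effect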
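Technique: fluorescence imaging of beta-catenin antibody stain plus DAPI / Material: human HeLa cell line / Incubation: compound treatment 24 h, 37°C, 5% CO2 / Read-out basis: % activation of per-cell nuclear versus cytoplasmic median beta-catenin signal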
Hep lipid drop: inhibitors of hepatocyte lipid droplet formation, primary screen, imaging, high-throughput imaging, BODIPY stain. AML12 mouse hepatocytes, oleate lipid droplets. hit rate 0.4% among 240,000. inhibition, % at 6.5 µM;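 active = lipid droplet intensity inhibited by at least 50%, with more than 500 cells counted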
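Assay system: AML12 hepatocytes (mouse); Probe or stimulus: oleic acid at 100 µM to induce lipid droplet formation; Dosing: compound at 6.5 µM only; Schedule: compound with oleate, overnight; Detection: fluorescence imaging, 20x objective, two fields per well; Measure: % inhibition of lipid droplet signal.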
Dynein cargo inh: inhibitors of GR-EGFP nuclear translocation, primary screen, dynein cargo transport inhibitor project, imaging, high-content, 3617.4 mouse cells. hit rate 0.47% among 220,000. test concentration mostly 20 µM; stimulated with dexamethasone, 1 µM; active compounds read low. z-score, hits read low. AID 1381, 2008;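 active = plate z-score of nuclear minus cytoplasmic receptor signal below a set negative limit, without overly bright fluorescence or cell loss, cut at about -3.5 in these data, passing the limit was not always enough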;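 note: z-score of nuclear minus cytoplasmic ring GR-EGFP intensity difference per well; some compounds called inactive have numbers as strong as hits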
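Buffer or medium: tet-free medium with charcoal-stripped serum / Also added: dexamethasone agonist, 1.0 µM final, for 30 min / Timing: induction 48 h, compound 1 h, agonist 30 min / Measured by: high-content fluorescence imaging after fixation / Read-out: nuclear-to-cytoplasmic GR-EGFP distribution per well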
WT yeast gro inh: growth inhibition of WT strain, primary screen, mitochondrial fusion inhibitor project, WT and mutant strains, chemical genetic; AID 1362, 2008; inhibition, % at 10 µM; mitochondrial fusion phenotypic screen; hit rate 2.1% among 190,000; in the data active = inhibition above about 58%; tested in S. cerevisiae
Ins promoter up: insulin promoter activators in MIN6 cells, imaging, high-content screening, mouse beta cells | MIN6 insulin promoter-GFP reporter; active compounds read high | z-score at 5 µM | hit rate 0.3% among 190,000 | AID 1625, 2009;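 active = z-score above 3 at 5 µM with at least 500 cells counted in the well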
Yfh1-off respiration: enhancers of respiration in Yfh1-depleted yeast, dose response, Friedreich's ataxia, plus single-dose screen (AID 1465). hit rate 0.074% among 220,000. S. cerevisiae Yfh1-off respiration, WST-1 reduction, 72 h; higher fold induction means a stronger effect. fold induction at 50 µM, or EC50 in µM where a hit was titrated;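 active = fold induction of absorbance versus untreated yeast above a set limit, then at least 30% activation at any dose in follow-up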;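 note: activators that raise dye reduction in frataxin-depleted yeast; strong numbers were not always called active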
HEK293 NOD2/NF-kB: NOD2 signaling inhibitors, cell-based, luminescence, uHTS, HEK293 (AID 1566); inhibition, % at 4 µM, or EC50 in µM where a hit was titrated; HEK293 NOD2/NF-kB luciferase reporter, luminescence; higher % means a stronger effect; hit rate 0.63% among 290,000; in the data active = inhibition above about 50%; note: many of its hits are not listed in these tables
MT stabilize HCS: microtubule stabilizers in HeLa cells, primary screen, imaging, high-content imaging; HeLa tubulin immunostaining HCS, 24 h; share of cells brighter than vehicle mean+2SD; % tubulin-high responders, % at 10 µM; hit rate 0.83% among 200,000; AID 2205, 2009;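 active = plate Z-score above 3 for both tubulin-high and condensed-nucleus cell shares, with cell loss under 80%, at 10 µM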;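 note: anti alpha tubulin signal scored within the nucleus-defined area of each cell; some results filed as inactive read as strong as hits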
Autophagy HCS: autophagy modulators in MEF cells, primary screen, imaging, high-content, MEF GFP-LC3; MEF GFP-LC3 puncta imaging; test concentration mostly 10 µM; calls only at 10 µM (by protocol); hit rate 0.98% among 190,000; AID 463193, 2010;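 active = percentage of spot-positive cells more than 3 SD above its plate mean, without a fluorescence outlier flag or 80% toxicity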;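 note: spot-positive cell cutoff set from DMSO-treated cells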
WT yeast gro inh mutant strain: recorded beside WT yeast gro inh, whose call it bears; inhibition, %; mitochondrial fusion phenotypic screen, mutant strain inhibition
Dynein cargo inh cytoplasmic EGFP: recorded beside Dynein cargo inh, whose call it bears; z-score; measured here: cytoplasmic GR-EGFP intensity; active compounds read high
Dynein cargo inh nuclear GR-EGFP: recorded beside Dynein cargo inh, whose call it bears; z-score; measured here: nuclear GR-EGFP intensity;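 lower value marks the stronger effect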
Dynein cargo inh cell count: recorded beside Dynein cargo inh, whose call it bears; z-score; measured here: cell count per field
Ins promoter up cell count: also measured in Ins promoter up; calls as there; cell count; measured here: cytotoxicity, nuclei count;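 total cells summed across four imaged fields per well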
Hep lipid drop cells 6.5 µM: second read-out of Hep lipid drop, no call of its own (marks repeat the call); cell count; measured here: cell count, cytotoxicity flag;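 cells counted across two imaged fields per well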
bCat nuc transl cell count 5 µM: further read-out of bCat nuc transl, marked with its call; cell count; measured here: cell count, cytotoxicity flag
MT stabilize HCS Hoechst-high %: recorded beside MT stabilize HCS, whose call it bears; % Hoechst-high responders; measured here: nuclear condensation Hoechst responders;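 share of cells brighter than vehicle mean plus two SD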
MT stabilize HCS cytotoxicity %: also measured in MT stabilize HCS; calls as there; toxicity, %; measured here: cytotoxicity by cell density;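 0% = mean cell density of plate MIN control wells and 100% = no cells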
Autophagy HCS cell loss 18 h: further read-out of Autophagy HCS, marked with its call; toxicity, %; measured here: cell loss, nuclei count;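 cell loss after 18 h compound exposure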
Starred values were filed as active, the others as inactive; i = inactive; . = no result given; + = active, no number. The list is partial; rates above refer to the full screens.

SMILES	bCat nuc transl	bCat nuc transl cell count 5 µM	Hep lipid drop	Hep lipid drop cells 6.5 µM	Dynein cargo inh	Dynein cargo inh cytoplasmic EGFP	Dynein cargo inh nuclear GR-EGFP	Dynein cargo inh cell count	WT yeast gro inh	WT yeast gro inh mutant strain	Ins promoter up	Ins promoter up cell count	Yfh1-off respiration	HEK293 NOD2/NF-kB	MT stabilize HCS	MT stabilize HCS Hoechst-high %	MT stabilize HCS cytotoxicity %	Autophagy HCS	Autophagy HCS cell loss 18 h
CNC(=S)NNC(=O)CSCc1c(Cl)cccc1Cl	0.0	1151	9	712	-0.8	-0.29	-0.64	1.5	.	.	0.75	1556	i	-6%	.	.	.	.	.
CCOC(=O)N1CCN(S(=O)(=O)c2ccc(C)c([N+](=O)[O-])c2)CC1	-0.5	1104	-2	702	1	-0.19	0.6	-0.7	8	-1	-0.2	1386	i	34%	2.8	0.7	1.8	i	18
COCCOC(=O)c1c(C)oc2ccc(OC(=O)c3c(OC)cccc3OC)cc12	2.3	1097	8	636	-0.49	-0.11	0.0071	0.52	43	32	-0.71	1819	i	11%	2.3	1.4	4.8	i	40
NS(=O)(=O)c1ccc(CCNC(=O)c2ccc(C#CC3(O)CCCCC3)cc2)cc1	2.5	918	9	645	0.67	-0.017	0.1	-0.47	-42	13	0.65	1627	i	23%	2.2	1.4	19	i	-8
CS(=O)(=O)N(CC(=O)NCC1CCCO1)c1cc(Cl)c(Cl)cc1Cl (stereo not drawn)	2.1	946	-15	733	0.083	-0.25	-0.16	0.19	1	9	-0.18	1374	i	-2%	2.6	2.0	1.9	i	13
O=C(CSc1nc2ccccc2[nH]1)NCc1ccc2c(c1)OCO2	-0.3	1122	-14	632	-0.95	-0.26	-0.71	0.38	-7	12	-0.42	1574	i	-7%	3.0	2.5	8.8	i	1
CCOC(=O)c1cc2sccc2n1CC(=O)N1c2ccccc2CC1C (stereo not drawn)	6.3	1079	-5	745	-0.11	-0.23	0.33	0.011	1	-7	0.01	1052	i	-12%	2.1	1.4	6.3	i	0
O=C(CNCc1cccc2ccccc12)Nc1ccccc1[N+](=O)[O-]	-0.4	1098	21	739	-0.69	-0.3	0.082	0.86	20	34	-1.1	1357	i	8%	7.1	2.3	9.1	i	8
Cc1ccc(/C=N/NC(=S)NC2CCCCC2)o1	-0.8	1309	-18	715	-0.74	-0.78	-0.61	-0.099	.	.	-1.4	1113	i	-14%	.	.	.	.	.
Cc1c(C)n2c3c(cccc13)CC2	0.1	1167	19	682	0.35	-0.3	0.35	0.33	-6	-1	0.81	1336	i	1%	3.3	2.4	3.6	i	-27
Cc1ccc(C(c2sc3nc(C)nn3c2O)N2CCOCC2)cc1 (stereo not drawn)	-1.1	972	.	.	-0.46	-0.2	0.1	0.16	5	32	0.39	1586	i	0%	5.0	3.5	7.4	i	-21
COc1ccccc1NC(=O)CN1C(=O)CSC(C)C1=O (stereo not drawn)	1.6	992	11	682	0.3	-0.25	0.26	-0.15	4	23	-0.11	1481	i	15%	1.9	1.8	0.8	i	38
Cc1cccc(N2C(=O)C(O)=C(C(=O)c3cccs3)C2c2ccc(Cl)cc2)n1 (stereo not drawn)	0.3	1324	8	752	-0.12	-0.26	-0.04	-0.19	.	.	0.18	1096	i	12%	.	.	.	.	.
CC(C)c1ccc(NC(=O)CCNS(=O)(=O)c2cccc3nonc23)cc1	-2.2	1173	-16	736	-0.092	-0.16	0.33	0.058	-3	2	0.28	1196	i	14%	1.5	1.8	16	i	-14
CC(C)C(=O)N1CCN(c2ccccc2NC(=O)c2cc([N+](=O)[O-])ccc2N2CCOCC2)CC1	-2.9	988	0	684	-0.85	-0.26	-0.32	0.89	-1	7	-0.2	1552	i	-23%	4.6	3.8	1.5	i	30
Cc1cc(NS(=O)(=O)c2ccc(Cl)cc2)nn1CC(=O)NCc1ccco1	.	.	0	730	-0.091	-0.17	0.062	0.49	-2	11	0.49	1103	i	-12%	3.2	2.5	0.5	i	-3
CCNc1nc(NC(C)C)nc(N(n2cnnc2)S(=O)(=O)c2ccc(C)cc2)n1	-1.0	902	-17	645	2.9	-0.0057	1.8	-2.1	-14	-19	-0.01	1279	i	14%	3.7	3.2	8.2	i	10
CCC(C)(C)NC(=O)C1CCN(S(=O)(=O)c2cccs2)CC1	4.8	1036	6	742	0.43	-0.38	0.057	0.03	0	3	0.65	1356	i	-13%	1.7	2.3	3.3	i	3
N#C/C(=C\C1=C(N2CCOCC2)C(=C\c2ccccc2)/CC1)C(=O)Nc1ccccc1F	-1.9	960	56*	430*	0.52	19	4	-2	38	20	0.86	2176	i	22%	6.1	2.7	5.2	+	9.2*
O=C1S/C(=C/c2ccc(N3CCOCC3)o2)C(=O)N1Cc1ccc(F)cc1	-0.1	1350	.	.	-3.3	5.5	-0.18	0.46	7	10	.	.	i	-2%	2.8	1.8	3.4	i	9
CCc1cccc(C)c1NC(=O)COC(=O)c1c2c(nc3ccccc13)/C(=C\c1cccs1)CCC2	.	.	27	620	-0.88	-0.097	-0.58	0.44	5	-15	0.28	1254	i	-25%	5.0	2.2	5.1	i	-6
Cc1nn(Cc2ccccc2)c(N)c1-c1ccccc1	-1.2	1134	.	.	-0.77	0.0019	-0.2	0.83	10	-6	0.24	898	i	17%	1.3	1.6	5.2	i	-14
O=C(Nc1ccccc1-c1nnc(SCc2ccc(Cl)cc2Cl)o1)c1ccccc1	.	.	2	636	0.39	-0.24	0.28	0.42	-4	16	-0.37	1325	i	-2%	3.5	2.2	12	i	-2
COC(=O)Nc1csc2c1NC(=O)CCCC2	-0.6	1176	11	714	-0.084	-0.17	-0.29	0.24	.	.	0.22	1511	i	11%	.	.	.	.	.
COc1cc(/C=C2\SC(=S)N(Nc3ccccc3)C2=O)ccc1O	1.2	1040	-11	622	-0.025	0.097	0.14	0.27	86*	74*	0.14	1304	i	-139%	8.6	3.4	1.1	i	-17
O=C(NCCN1CCCCCC1)C1CCCN1S(=O)(=O)c1cccc2nsnc12 (stereo not drawn)	0.3	1371	6	685	0.92	-0.15	0.95	-0.97	.	.	0.28	939	i	-9%	.	.	.	.	.
COC(=O)c1ccc(Sc2ccc(F)cc2)c(N)c1	.	.	25	862	0.26	-0.38	0.13	0.5	11	11	1.2	898	i	-10%	1.8	1.9	6.0	i	14
CCOc1ccc(OCCCCn2cnc3ccccc3c2=O)cc1	-1.8	971	-7	606	-0.62	-0.3	0.25	1.3	-1	5	-0.02	1774	i	9%	4.4	2.3	6.5	i	14
COc1cc(OC)cc(-c2nnc(SCC(=O)N3CCCc4ccccc43)o2)c1	-1.9	874	.	.	-0.18	-0.23	-0.27	0.93	17	-3	-1.3	1164	i	15%	3.2	2.0	7.9	i	-26
Cc1cccc(-c2nnc(SCC#N)n2Cc2ccccc2)c1	-1.1	1189	.	.	-0.48	-0.21	-0.17	1.4	18	11	0.46	925	i	11%	2.2	1.4	9.0	i	4

The closing two records of the section before lead into the next:
SMILES	bCat nuc transl	bCat nuc transl cell count 5 µM	Hep lipid drop	Hep lipid drop cells 6.5 µM	Dynein cargo inh	Dynein cargo inh cytoplasmic EGFP	Dynein cargo inh nuclear GR-EGFP	Dynein cargo inh cell count	WT yeast gro inh	WT yeast gro inh mutant strain	Ins promoter up	Ins promoter up cell count	Yfh1-off respiration	HEK293 NOD2/NF-kB	MT stabilize HCS	MT stabilize HCS Hoechst-high %	MT stabilize HCS cytotoxicity %	Autophagy HCS	Autophagy HCS cell loss 18 h
COc1cc(OC)cc(-c2nnc(SCC(=O)N3CCCc4ccccc43)o2)c1	-1.9	874	.	.	-0.18	-0.23	-0.27	0.93	17	-3	-1.3	1164	i	15%	3.2	2.0	7.9	i	-26
Cc1cccc(-c2nnc(SCC#N)n2Cc2ccccc2)c1	-1.1	1189	.	.	-0.48	-0.21	-0.17	1.4	18	11	0.46	925	i	11%	2.2	1.4	9.0	i	4
Cc1cccc(N2CCN(S(C)(=O)=O)CC2)c1C	0.7	1186	.	.	1.8	-0.2	0.88	-0.44	2	-2	0.25	1275	.	-1%	1.7	1.7	8.5	i	12
CC(Sc1nc2ccccc2s1)C(=O)NCc1ccc2c(c1)OCO2 (stereo not drawn)	-0.1	1084	-25	580	0.38	-0.25	0.49	-0.39	11	5	-0.18	1507	i	-21%	5.5	1.6	8.9	i	1
CCc1ccc(NC(=O)C2(c3ccccc3)CC2(Cl)Cl)cc1 (stereo not drawn)	0.0	1357	.	.	-0.46	-0.21	-0.33	0.038	17	3	-0.52	1645	i	16%	0.5	1.7	10	i	-5
CCCN(CCC)CCNC(=O)C1CC(=O)N(c2ccc(OC)cc2)C1c1ccc(OC)cc1 (stereo not drawn)	-2.0	1366	.	.	-0.12	-0.23	0.053	0.47	-5	14	-0.23	1594	i	16%	3.2	1.1	0.3	i	-1
COc1ccc(NS(=O)(=O)c2cccc(NC(=O)CCC(=O)c3cccs3)c2)cc1	-1.6	1010	18	692	-0.77	-0.3	-0.82	0.95	2	-12	0.07	1323	i	16%	3.6	3.0	7.8	i	3
COC(=O)c1oc2ccc(Cl)cc2c1N	2.9	1139	-2	721	0.043	-0.27	0.1	0.62	9	-2	0.9	1268	i	-23%	1.8	1.3	4.2	i	-9

Compound activity (PubChem BioAssay)
